Rab9 prom act: Rab9 promoter activation; Huh7 Rab9 promoter-luciferase reporter, luminescence, 24 h; Potency, µM (series often up to 9.22 µM), inactives show at the top dose activation, negative = inhibition, hits mostly activators; actives 2.8% (n = 320,000); AID 485297; further: potency means the concentration at half of the fitted maximal effect; % of control where 0% means no effect; nearly all actives have a fitted effect of over 60% in size
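Huh7 reporter line, Rab9 promoter upstream of luciferase. Compound exposure 24 h at 37 °C in reduced-serum medium with 10% FBS. Read-out: luminescence.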
Gal4-VP16 FLuc: counter-screen for ROR gamma inhibitors: Gal4-VP16 reporter | actives 3.5% (n = 310,000) | Potency, µM (series often up to 53.6 µM), inactives show at the top dose activity, negative = inhibition, hits mostly inhibitors | Drosophila S2 Gal4-VP16 UAS-luciferase, luminescence, 20 h;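 further: Gal4-VP16 expression switched on by copper sulfate through the metallothionein promoter; potency means the concentration at half of the fitted maximal effect; on the % scale 0 is the no-effect control and ±100 the full control effect; nearly all actives have a fitted effect of over 50% in size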
RORg inh: inhibitors of mouse ROR gamma transcriptional activity; P51450; Drosophila S2 Gal4-RORgamma UAS-luciferase reporter, 20 h; Potency, µM (highest dose often 53.6 µM), for inactives: at the top dose activity change, negative = inhibition, usual class: inhibitors; actives 5.4% (n = 310,000); AID 2551; further: potency means the concentration at half of the fitted maximal effect; on the % scale 0 is the no-effect control and ±100 the full control effect; nearly all actives have a fitted effect of over 60% in size
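A Gal4/UAS one-hybrid system in insect cells: metallothionein-promoter Gal4–ROR gamma fusion plus Photinus luciferase reporter. Copper sulfate 700 uM final, 20 hr ambient incubation, luminescent detection after 10 min with reagent.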
PKM2 act: increases activity of human pyruvate kinase M2; P14618; purified PKM2, Kinase-Glo ATP luminescence, activation; response scale: 0% is enzyme alone, no compound; Potency, µM (series often up to 57.5 µM), for inactives: at the highest dose activation, actives largely listed as activators; actives 0.34% (n = 260,000); AID 1631; further: potency means the concentration at half of the fitted maximal effect; on the % scale 0 is the no-effect control and ±100 the full control effect; nearly all actives have a fitted effect of over 55% in size
Target sequence (P14618 whole entry, looked up): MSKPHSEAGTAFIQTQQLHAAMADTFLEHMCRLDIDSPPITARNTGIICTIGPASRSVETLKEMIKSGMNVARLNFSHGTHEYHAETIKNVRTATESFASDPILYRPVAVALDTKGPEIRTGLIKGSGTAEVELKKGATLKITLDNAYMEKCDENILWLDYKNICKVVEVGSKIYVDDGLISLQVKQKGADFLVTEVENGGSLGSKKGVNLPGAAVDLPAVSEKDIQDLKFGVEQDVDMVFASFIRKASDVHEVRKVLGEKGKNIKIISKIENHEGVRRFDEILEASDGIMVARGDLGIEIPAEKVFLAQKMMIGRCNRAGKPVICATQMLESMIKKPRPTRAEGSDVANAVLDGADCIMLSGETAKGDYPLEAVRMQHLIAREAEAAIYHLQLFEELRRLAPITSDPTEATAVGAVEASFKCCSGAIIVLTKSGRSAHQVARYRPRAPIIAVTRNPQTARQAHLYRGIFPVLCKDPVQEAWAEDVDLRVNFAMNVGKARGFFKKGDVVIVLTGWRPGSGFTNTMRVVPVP
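Purified hPK-M2 (>95%) run at intermediate activity with 0.1 mM ADP and 0.5 mM PEP in 50 mM imidazole pH 7.2, KCl, MgCl2; 1 h room temperature. ATP formed read by Kinase-Glo luminescence; normalized to uninhibited and no-enzyme controls.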
FLuc counter: counter-screen for miR-21 project: firefly luciferase inhibitors or activators; actives 6.9% (n = 360,000); Potency, µM (titrated, usually from 57.5 µM), for inactives: at the highest dose activity change, negative = inhibition, hits mostly inhibitors; purified FLuc, Km substrates, luminescence inhibition;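 further: potency means the concentration at half of the fitted maximal effect; plate controls were vehicle for no effect and reference inhibitor for full effect; nearly all actives have a fitted effect of over 55% in size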
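Purified P. pyralis luciferase, 10 nM final, with Km-level 10 uM D-luciferin and 10 uM ATP in 50 mM Tris acetate pH 7.5, 10 mM Mg acetate, 0.01% Tween-20, 0.05% BSA; 6-point qHTS titration about 60 µM downward; luminescence read.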
Menin-MLL TR inh: menin-MLL binding inhibition, Texas Red mutant peptide; Potency, µM (highest dose often 61.6 µM), for the others: at the top dose FP activity change, negative = inhibition, actives largely listed as inhibitors; AID 1768; O00255; Menin + Texas Red MLL mutant peptide, fluorescence polarization; actives 0.23% (n = 270,000); active means well fitted inhibition curve with a large enough effect in the polarisation, with a control signal flat, not every such curve was filed as active; inconclusive means small, poorly fitted or top-dose-only effect, or effect the other way, or a change in a side signal; inactive means no such curve, though single readings can be large or run the other way; the % refers to the polarisation; further: potency means the concentration at half of the fitted maximal effect; % of control where 0% means no effect; many of its hits are not listed in these tables
Target sequence (O00255 whole entry, looked up): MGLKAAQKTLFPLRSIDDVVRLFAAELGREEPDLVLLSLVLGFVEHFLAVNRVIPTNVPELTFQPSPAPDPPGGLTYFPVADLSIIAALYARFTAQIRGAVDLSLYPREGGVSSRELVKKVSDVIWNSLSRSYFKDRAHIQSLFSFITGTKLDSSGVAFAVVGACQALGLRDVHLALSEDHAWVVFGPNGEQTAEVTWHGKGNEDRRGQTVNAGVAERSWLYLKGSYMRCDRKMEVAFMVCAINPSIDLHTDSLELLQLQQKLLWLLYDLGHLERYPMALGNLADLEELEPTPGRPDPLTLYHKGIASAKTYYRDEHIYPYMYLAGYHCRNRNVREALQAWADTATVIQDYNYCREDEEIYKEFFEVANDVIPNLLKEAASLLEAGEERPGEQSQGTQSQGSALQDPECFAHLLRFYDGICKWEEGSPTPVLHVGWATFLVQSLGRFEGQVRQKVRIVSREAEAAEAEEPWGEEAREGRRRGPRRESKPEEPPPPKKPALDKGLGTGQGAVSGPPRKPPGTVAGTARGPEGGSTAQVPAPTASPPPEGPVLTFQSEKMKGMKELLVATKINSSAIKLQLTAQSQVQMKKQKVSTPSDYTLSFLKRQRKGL
ELG1 genotoxic: induces genotoxicity in HEK293T cells with luciferase-tagged ELG1; HEK293T ELG1-luciferase reporter, luminescence, 16 h; Potency, µM (series often up to 46 µM), without a hit: top-dose activity change, positive = activation, actives largely listed as activators; actives 1.3% (n = 330,000); AID 504466; further: potency means the concentration at half of the fitted maximal effect; % of control where 0% means no effect; nearly all actives have a fitted effect of over 60% in size
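Genotoxic stress is detected as increased luminescence from luciferase-tagged ELG1 in HEK293T cells, measured with ONE-Glo after a 16 hr treatment at 37 °C.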
p53 reactivator: mutant p53 re-activation in reporter cells | Potency, µM (titrated, usually from 92.2 µM), inactives show top-dose activity change, positive = activation, actives largely listed as activators | actives 0.063% (n = 320,000) | H1299 p53-A138V BP100-luciferase reporter, luminescence, 24 h; further: potency means the concentration at half of the fitted maximal effect; % of control where 0% means no effect; nearly all actives have a fitted effect of over 45% in size
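H1299 (p53-null), stable ts p53-A138V + BP100-Luc; 1000 cells/well, Opti-MEM/10% FBS; cpd 4 pt, 1:5; 24 h, 37 deg C, 5% CO2; detection reagent 10 min RT; luminescence.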
BRCA1 expr up: increases BRCA1 expression. MCF7-BRCA1-FFLuc reporter, luminescence, 48 h; response scale: scaled: vehicle 0%, 10 µM genistein 100%. Potency, µM (titrated, usually from 46.1 µM), for the others: at the top dose activation, most hits filed as activators. actives 1.1% (n = 380,000). AID 624202; further: potency means the concentration at half of the fitted maximal effect; nearly all actives have a fitted effect of over 80% in size; some results filed as inactive show a strong effect at the top dose
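Luminescence from a BRCA1-driven firefly luciferase in MCF7 cells was read after 48 h compound exposure at 37 C. Data normalized against DMSO and a 10microM genistein activation control, then curve-fitted across the titration.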
Giardia killer: Giardia lamblia killing; activity change, % at 7.66 µM, hits read low; Giardia lamblia trophozoite viability; AID 540267; actives 0.15% (n = 340,000); in the data active means activity change below about -80%; inconclusive means between about -30% and that limit;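 further: parasites exposed to compound for two days anaerobically before the ATP read; on the % scale 0 is the no-effect control and ±100 the full control effect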
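Killing of trophozoites was scored by loss of ATP luminescence after a 48 hrs anaerobic exposure to compounds at 37 deg C, using 100 cells per well.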
NPC1 promoter act: NPC1 promoter activation. Huh7 NPC1 promoter luciferase reporter, 24 h. Potency, µM (top dose mostly 9.22 µM), without a hit: top-dose activation, actives largely listed as activators. actives 2.4% (n = 320,000);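 further: potency means the concentration at half of the fitted maximal effect; % of control where 0% means no effect; nearly all actives have a fitted effect of over 60% in size; reporter is driven by a mutant NPC1 promoter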
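Stable NPC1-promoter luciferase Huh7 line; cpd (DMSO) 24 h, 37 °C, 5% CO2; Amplite luciferase reagent 10 min RT; luminescence readout. qHTS format.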
* marks the source's active call; other numbers are inactive results; [ ] = another dose, or the depositor's remark. Unless noted, the call rests on the fitted dose curve; in most records, active means well fitted curve in the direction sought with a large enough effect; inconclusive means small, poorly fitted or top-dose-only effect, or another doubt; inactive means no such curve, though single readings can be large; an effect the other way counts as inactive or inconclusive.

Results for COc1ccc(S(=O)(=O)N2CC(O)CC2C(=O)OCC(=O)Nc2ccc(Cl)cn2)cc1 (stereo not drawn) ?
Rab9 prom act: 0%; Gal4-VP16 FLuc: -2%; RORg inh: 0%; PKM2 act: -3%; FLuc counter: 3%; Menin-MLL TR inh: -8%; ELG1 genotoxic: -2%; p53 reactivator: -3%; BRCA1 expr up: -21%; Giardia killer: 15; NPC1 promoter act: 0%

What do the screens show for `CC1=C(c2ccc(C(C)C)cc2)S(=O)(=O)N=C1N1CCN(C(=O)c2ccco2)CC1`?
Rab9 prom act: -1%; Gal4-VP16 FLuc: -2%; RORg inh: -1%; FLuc counter: 2%; ELG1 genotoxic: -6%; p53 reactivator: -5%; BRCA1 expr up: 0%; Giardia killer: 1; NPC1 promoter act: -3%

What do the screens show for `CCC(C)(C)n1nnnc1C(c1ccc(C)cc1)N1CCCC1` (stereo not drawn)?
Rab9 prom act: 6%; Gal4-VP16 FLuc: -3%; RORg inh: -44%; PKM2 act: -4%; FLuc counter: 2%; Menin-MLL TR inh: -22%; ELG1 genotoxic: 0%; p53 reactivator: -4%; BRCA1 expr up: -1%; Giardia killer: 0; NPC1 promoter act: 8%

How did Cc1ccc(Cn2cccc(NC(=O)NC3CCCCC3)c2=O)cc1 do in these assays?
Rab9 prom act: -4%; Gal4-VP16 FLuc: 0%; RORg inh: inconclusive; PKM2 act: 0%; FLuc counter: 17µM*; Menin-MLL TR inh: 1%; ELG1 genotoxic: -5%; p53 reactivator: 9%; BRCA1 expr up: -31%; Giardia killer: 13; NPC1 promoter act: 1%

How did COc1cc(NC(=O)C(C)Oc2ccccc2)ccc1NC(=O)COc1ccccc1 (stereo not drawn) do in these assays?
Rab9 prom act: -2%; Gal4-VP16 FLuc: -2%; RORg inh: -2%; PKM2 act: -8%; FLuc counter: 1%; ELG1 genotoxic: -14%; p53 reactivator: -4%; BRCA1 expr up: -27%; Giardia killer: 1; NPC1 promoter act: 1%

What do the screens show for `Cc1csc(NC(=O)c2cc3ccccc3o2)n1`?
Rab9 prom act: 1.4µM*; FLuc counter: 0.95µM*; ELG1 genotoxic: inconclusive; p53 reactivator: inconclusive; BRCA1 expr up: 57%; Giardia killer: inconclusive; NPC1 promoter act: inconclusive

What do the screens show for `COc1ccc(C(=O)N(CCCO)C(C)C(=O)NC2CCCCC2)cc1OC` (stereo not drawn)?
Rab9 prom act: -3%; Gal4-VP16 FLuc: 8%; RORg inh: 6%; PKM2 act: 2%; FLuc counter: 8%; Menin-MLL TR inh: 4%; ELG1 genotoxic: 3%; p53 reactivator: -5%; BRCA1 expr up: 10%; Giardia killer: 9; NPC1 promoter act: 1%

How did Cc1cc(C(=O)N2CCN(c3ccccc3)CC2)no1 do in these assays?
Rab9 prom act: 4%; Gal4-VP16 FLuc: 2%; RORg inh: 8%; PKM2 act: 0%; FLuc counter: 3%; Menin-MLL TR inh: 0%; ELG1 genotoxic: 1%; p53 reactivator: -2%; BRCA1 expr up: 13%; Giardia killer: 2; NPC1 promoter act: 1%

How did COc1cc(C2C(C#N)=C(C)NC3=C2C(=O)CC(C)(C)C3)cc(OC)c1O (stereo not drawn) do in these assays?
Rab9 prom act: 2%; Gal4-VP16 FLuc: -17%; RORg inh: -41%; PKM2 act: 25%; FLuc counter: -1%; Menin-MLL TR inh: 3%; ELG1 genotoxic: -1%; p53 reactivator: -20%; BRCA1 expr up: 3%; Giardia killer: 5; NPC1 promoter act: -5%

What do the screens show for `CCN(CC)CCCNC(=O)c1sc2ncn(CC(=O)Nc3ccc(C)c(Cl)c3)c(=O)c2c1C`?
Rab9 prom act: 0%; Gal4-VP16 FLuc: 5%; RORg inh: -39%; PKM2 act: -1%; FLuc counter: -9%; Menin-MLL TR inh: 10%; ELG1 genotoxic: 3%; p53 reactivator: inconclusive; BRCA1 expr up: -38%; Giardia killer: 9; NPC1 promoter act: -3%

Results for O=c1cc(CN2CCN(S(=O)(=O)c3ccc4c(c3)OCCO4)CC2)c2ccc(O)cc2o1 ?
Rab9 prom act: -3%; Gal4-VP16 FLuc: 2%; RORg inh: 34%; PKM2 act: 13%; FLuc counter: 0%; Menin-MLL TR inh: inconclusive; ELG1 genotoxic: -12%; p53 reactivator: -4%; BRCA1 expr up: -12%; Giardia killer: 33[activator]; NPC1 promoter act: 2%

Results for COc1cc2ccccc2cc1C(=O)OCC(=O)c1c(N)n(C)c(=O)n(C)c1=O ?
Rab9 prom act: -6%; ELG1 genotoxic: -1%; p53 reactivator: -11%; BRCA1 expr up: -3%; Giardia killer: 6; NPC1 promoter act: 1%

Results for Cc1[nH]c(C)c(S(=O)(=O)N2CCN(c3ccccc3F)CC2)c1C(=O)N1CCCCC1 ?
Rab9 prom act: -2%; Gal4-VP16 FLuc: -7%; RORg inh: 9%; FLuc counter: 1%; Menin-MLL TR inh: -10%; ELG1 genotoxic: 1%[9.26 µM]; p53 reactivator: -4%; BRCA1 expr up: 0%; Giardia killer: -5; NPC1 promoter act: -3%

How did CC(C)c1ccc(N(CC(=O)NN=C2CCN(C)CC2)S(=O)(=O)c2ccccc2)cc1 do in these assays?
Rab9 prom act: -4%; Gal4-VP16 FLuc: 9%; RORg inh: -1%; PKM2 act: -1%; FLuc counter: 2%; Menin-MLL TR inh: inconclusive; ELG1 genotoxic: -2%; p53 reactivator: 1%; BRCA1 expr up: -13%; Giardia killer: 12; NPC1 promoter act: -1%

How did NS(=O)(=O)c1ccc(CCNC(=O)C2CCN(S(=O)(=O)c3ccccc3)CC2)cc1 do in these assays?
Rab9 prom act: 0%; Gal4-VP16 FLuc: 2%; RORg inh: 32%; PKM2 act: 0%; FLuc counter: 2%; Menin-MLL TR inh: 5%; ELG1 genotoxic: 3%; p53 reactivator: -1%; BRCA1 expr up: -1%; Giardia killer: -4; NPC1 promoter act: -2%

How did Cc1ccccc1C(=O)NC(NCc1ccco1)C(Cl)(Cl)Cl (stereo not drawn) do in these assays?
Rab9 prom act: 1%; Gal4-VP16 FLuc: 3%; RORg inh: 0%; PKM2 act: 0%; FLuc counter: -1%; Menin-MLL TR inh: 15%; ELG1 genotoxic: -1%; p53 reactivator: -3%; BRCA1 expr up: -20%; Giardia killer: -28; NPC1 promoter act: -6%

What do the screens show for `O=C(/C=C/c1ccc(Cl)cc1)NC(=S)Nc1ccc(N2CCOCC2)c(Cl)c1`?
Rab9 prom act: -2%; Gal4-VP16 FLuc: 5.6µM*; RORg inh: inconclusive; PKM2 act: -13%; FLuc counter: inconclusive; Menin-MLL TR inh: -15%; ELG1 genotoxic: inconclusive; p53 reactivator: 2%; BRCA1 expr up: -51%; Giardia killer: -1; NPC1 promoter act: -5%

Results for COCCCNC(=O)C1CCN(C(=O)c2oc3cc4sc(N(C)C)nc4cc3c2C)CC1 ?
Rab9 prom act: inconclusive; Gal4-VP16 FLuc: -7%; RORg inh: 17%; FLuc counter: inconclusive; Menin-MLL TR inh: 26%; ELG1 genotoxic: inconclusive; p53 reactivator: inconclusive; BRCA1 expr up: 11µM*; Giardia killer: 14; NPC1 promoter act: 30%

Results for Cc1ccc2cc(CN(CCCN(C)C)C(=O)NCc3ccccc3)c(=O)[nH]c2c1C ?
Rab9 prom act: -3%; Gal4-VP16 FLuc: -2%; RORg inh: -20%; PKM2 act: -6%; FLuc counter: 0%; Menin-MLL TR inh: -19%; ELG1 genotoxic: 1%; p53 reactivator: -3%; BRCA1 expr up: 0%; Giardia killer: 0; NPC1 promoter act: -1%

Results for c1ccc2c(c1)oc1c(NCCN3CCOCC3)ncnc12 ?
Rab9 prom act: 4%; Gal4-VP16 FLuc: 5%; RORg inh: 4%; PKM2 act: -4%; FLuc counter: -12%; Menin-MLL TR inh: inconclusive; ELG1 genotoxic: 7%; p53 reactivator: -1%; BRCA1 expr up: 5%; Giardia killer: -2; NPC1 promoter act: 14%

2 consecutive entries out of the list so far, for reference:
Results for Cc1ccc2cc(CN(CCCN(C)C)C(=O)NCc3ccccc3)c(=O)[nH]c2c1C ?
Rab9 prom act: -3%; Gal4-VP16 FLuc: -2%; RORg inh: -20%; PKM2 act: -6%; FLuc counter: 0%; Menin-MLL TR inh: -19%; ELG1 genotoxic: 1%; p53 reactivator: -3%; BRCA1 expr up: 0%; Giardia killer: 0; NPC1 promoter act: -1%

Results for c1ccc2c(c1)oc1c(NCCN3CCOCC3)ncnc12 ?
Rab9 prom act: 4%; Gal4-VP16 FLuc: 5%; RORg inh: 4%; PKM2 act: -4%; FLuc counter: -12%; Menin-MLL TR inh: inconclusive; ELG1 genotoxic: 7%; p53 reactivator: -1%; BRCA1 expr up: 5%; Giardia killer: -2; NPC1 promoter act: 14%

Source: PubChem BioAssay

These rows are one share of the data, so the mix of outcomes need not match the whole.
